# Gli-Sufu block: antagonists of Gli-Sufu signaling. Sufu-KO-LIGHT fibroblasts, Gli luciferase reporter luminescence. inhibition, % at 5 µM. hit rate 0.74% among 340,000;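 active = inhibition above about 55%, limit read from the data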;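 note: 0% = DMSO-treated cells and 100% = wells with medium but no cells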
# NR3A LBD binder: modulators (binders) of human NR3A ligand-binding domain; Tm shift relative to glycine control, % at 25 µM; NR3A LBD differential scanning fluorimetry, Tm shift; 0% = protein alone, 100% = glycine-bound protein; hit rate 2.5% among 340,000;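 active = melting temperature shift of at least 10% of the positive control shift, at one fixed dose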
# APOBEC3G inh: inhibitors of human APOBEC3G DNA deaminase; inhibition, % at 20 µM; AID 493012; recombinant A3G, ssDNA deamination FAM/TAMRA fluorescence; Q9HC16; hit rate 0.28% among 330,000;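 active = inhibition of at least 40% at 20 µM, with no more than 30% in the related APOBEC3A deaminase screen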;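 note: plate controls were DMSO wells with A3G for no effect and wells lacking A3G enzyme for full effect; some compounds called inactive have numbers as strong as hits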
# EBI2 block: blocks human EBI2 receptor beta-arrestin signaling; EBI2 beta-arrestin recruitment, luminescence, 7a,25-OHC stimulated; inhibition, % at 5 µM; hit rate 0.81% among 360,000; AID 651636; in the data active = inhibition above about 38%;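 note: enzyme fragment complementation signal reports receptor beta-arrestin coupling in cells; 0% = agonist plus DMSO wells and 100% = wells without agonist; some results beyond the cut were filed as inactive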
# CCR6 antagonist: antagonists of human CCR6 receptor; inhibition, % at 20 µM; CHO-K1 CCR6 PathHunter beta-arrestin, luminescence, CCL20-stimulated; hit rate 0.49% among 340,000;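 active = compounds whose inhibition of the agonist-driven luminescence signal at 20 µM reaches about 50%, limit read from the data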;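 note: cells stimulated with CCL20 at 14 nM final; plate controls were DMSO with CCL20 for no effect and DMSO without agonist for full effect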
# Target sequence (P51684 whole entry, looked up): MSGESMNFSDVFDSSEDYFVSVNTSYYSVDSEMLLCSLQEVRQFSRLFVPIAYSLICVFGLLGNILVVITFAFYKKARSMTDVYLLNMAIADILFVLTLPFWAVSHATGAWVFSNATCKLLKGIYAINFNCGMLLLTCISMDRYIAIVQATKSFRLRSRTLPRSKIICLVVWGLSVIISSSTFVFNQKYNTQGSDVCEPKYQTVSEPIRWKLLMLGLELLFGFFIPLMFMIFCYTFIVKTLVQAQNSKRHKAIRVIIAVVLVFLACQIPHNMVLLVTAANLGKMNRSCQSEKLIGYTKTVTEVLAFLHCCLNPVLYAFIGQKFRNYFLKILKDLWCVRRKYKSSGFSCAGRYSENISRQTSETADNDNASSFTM
# MPTP block: blocks calcium-induced mitochondrial swelling; isolated mouse mitochondria, Ca2+ swelling absorbance, 30 min; inhibition, % at 10 µM; hit rate 1.4% among 360,000; AID 602449;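 active = inhibition of 50% or more, scaled per plate between neutral and stimulator controls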;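 note: 0% = DMSO wells given calcium and 100% = 1 mM EGTA wells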
# CXCR6 block: inhibitors of human CXCR6 receptor; AID 602244; inhibition, % at 20 µM; O00574; CHO-K1 PathHunter CXCR6 beta-arrestin, luminescence; hit rate 0.36% among 360,000; in the data active = inhibition above about 34%, passing the limit was not always enough;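 note: antagonist mode with CXCL16 agonist at 10 nM final; 0% = 10 nM CXCL16 with DMSO and 100% = unstimulated wells without agonist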
# Target sequence (O00574 whole entry, looked up): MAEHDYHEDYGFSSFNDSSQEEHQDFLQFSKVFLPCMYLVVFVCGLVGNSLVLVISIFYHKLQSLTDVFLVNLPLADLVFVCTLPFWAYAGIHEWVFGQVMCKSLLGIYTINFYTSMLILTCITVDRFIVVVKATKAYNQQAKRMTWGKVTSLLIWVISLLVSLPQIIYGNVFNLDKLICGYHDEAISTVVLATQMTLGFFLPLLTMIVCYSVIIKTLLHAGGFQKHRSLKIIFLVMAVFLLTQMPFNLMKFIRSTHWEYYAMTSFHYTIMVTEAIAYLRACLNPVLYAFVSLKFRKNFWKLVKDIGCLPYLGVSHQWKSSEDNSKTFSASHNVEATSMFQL
# A3A deaminase: inhibitors of human APOBEC3A DNA deaminase; AID 493011; inhibition, % at 20 µM; hit rate 0.41% among 330,000; recombinant A3A, FAM/TAMRA ssDNA deamination fluorescence;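 active = at least 40% inhibition at 20 µM here, with at most 30% in a related deaminase screen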;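 note: plate controls were A3A with DMSO for no effect and wells lacking A3A enzyme for full effect; some results filed as inactive read as strong as hits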
# Target sequence (P31941 whole entry, looked up): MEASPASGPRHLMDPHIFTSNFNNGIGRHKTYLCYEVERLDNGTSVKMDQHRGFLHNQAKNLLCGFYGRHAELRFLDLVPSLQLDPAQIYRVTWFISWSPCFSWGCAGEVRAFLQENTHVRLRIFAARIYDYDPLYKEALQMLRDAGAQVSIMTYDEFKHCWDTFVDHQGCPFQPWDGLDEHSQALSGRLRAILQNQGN
# * marks the source's active call; other numbers are inactive results; . = no result given.
1: COc1cccc(COC(=O)c2sc3nc4n(c(=O)c3c2C)CCC4)c1OC
2: CN(Cc1ccc2c(c1)OCCO2)C(=O)CN1C(=O)NC2(CCCCC2)C1=O
3: O=C(Nc1cccc(-c2ccc(F)cc2)c1)C1CCCN(Cc2cccnc2)C1 (centres undefined)
4: O=C(Cn1nnc(-c2ccccc2)n1)OCc1ccccc1
5: COc1ccccc1/C=C/C(=O)Nc1ccc2c(c1)OCCO2
6: COc1ccc(CCNS(=O)(=O)c2cc(C(=O)O)c(Cl)cc2Cl)cc1
7: Cc1cc(C(=O)Nc2c(F)cc(F)cc2Br)no1
8: O=C(O)/C=C/c1cccc(OCc2ccccc2)c1
Compound	1	2	3	4	5	6	7	8
MPTP block	0.2	-0.6	-0.6	2.5	1.7	-0.3	0.2	-1.2
CXCR6 block	0	-1	-4	-4	5	5	-5	-1
APOBEC3G inh	-5	-7	-15	-7	-7	-3	-3	-3
A3A deaminase	-3	-3	-2	-3	2	0	1	-1
Gli-Sufu block	-8	-2	2	5	-41	-6	-17	3
CCR6 antagonist	12	-5	5	7	16	-13	7	-12
EBI2 block	4	-7	-3	-6	6	-3	1	-1
NR3A LBD binder	0	-3	-3	-1	4	-2	-11	-2

9: O=C(CCN1C(=O)COc2ccccc21)NCCCN1CCCC1
10: COc1ccc(NS(=O)(=O)c2cccc(NC(=O)c3cnccn3)c2)cc1Br
11: CN(CCC#N)C(=O)COC(=O)c1ccccc1C(=O)c1ccc(Cl)c([N+](=O)[O-])c1
12: CCCCCC(=O)NC(=S)Nc1cccc(-c2nc3ncccc3o2)c1
13: Cc1ccc(S(=O)(=O)N2CCN(C(=O)COC(=O)CNC(=O)c3ccccc3F)CC2)c(C)c1
14: O=C(c1cc(-c2ccc3c(c2)OCO3)on1)N1CCN(c2ccccc2)CC1
15: COc1ccc(OC)c(CNC(=O)C2CCN(S(=O)(=O)N3CCC(C)CC3)CC2)c1
16: O=C(COC(=O)c1cccnc1SCC(=O)NCc1ccccc1)NCc1ccccc1
Compound	9	10	11	12	13	14	15	16
MPTP block	0.1	-0.4	-1.3	6.9	0.4	0.6	-1.1	0.0
CXCR6 block	-3	-10	19	15	0	-6	8	0
APOBEC3G inh	-6	-5	.	-4	.	-1	-7	-2
A3A deaminase	-6	-2	.	1	.	1	-2	0
Gli-Sufu block	3	21	11	5	-36	-36	5	1
CCR6 antagonist	0	1	-5	9	6	10	4	2
EBI2 block	2	15	13	14	12	16	1	-3
NR3A LBD binder	-3	0	1	-3	-1	10	-1	0

17: CCCCC(=O)Nc1ccc2c(c1)OCCO2
18: CCC(Sc1nc2ccccc2o1)C(=O)Nc1nnc(C)s1 (centres undefined)
19: Nc1oc2ccccc2c1C(=O)Cc1ccccc1O[C@@H]1O[C@H](CO)[C@@H](O)[C@H](O)[C@H]1O
20: COc1ccc(CCC(=O)NCc2ccccc2Cl)cc1OC
21: Nc1cccc(C2=Nc3cccc4cccc(c34)N2)c1
22: CCn1cc(CN2CCCC(CNS(=O)(=O)c3ccc(OC)cc3)C2)cn1 (centres undefined)
23: C=CCC[C@@H](Cc1ccc(F)cc1)C(=O)OC[C@@H](C)NC(=O)[C@@H](CC=C)CC(=O)N[C@H](CO)Cc1ccccc1
24: O=C1c2ccccc2C(=O)N1Cc1nn2c(-c3ccc(Cl)cc3)nnc2s1
Compound	17	18	19	20	21	22	23	24
MPTP block	0.8	0.0	-0.5	0.1	2.6	-0.1	0.8	0.4
CXCR6 block	-4	-4	-8	-4	-1	6	-8	-11
APOBEC3G inh	-2	1	5	2	.	-8	-3	-4
A3A deaminase	4	3	2	1	.	-4	1	-3
Gli-Sufu block	-28	1	5	27	7	8	25	-2
CCR6 antagonist	1	6	7	8	17	-5	5	16
EBI2 block	5	-8	8	10	-4	2	-4	-8
NR3A LBD binder	1	0	-2	0	9	4	-2	-1

# 2 entries picked at random from those above, as already listed:
17: CCCCC(=O)Nc1ccc2c(c1)OCCO2
2: CN(Cc1ccc2c(c1)OCCO2)C(=O)CN1C(=O)NC2(CCCCC2)C1=O
Compound	17	2
MPTP block	0.8	-0.6
CXCR6 block	-4	-1
APOBEC3G inh	-2	-7
A3A deaminase	4	-3
Gli-Sufu block	-28	-2
CCR6 antagonist	1	-5
EBI2 block	5	-7
NR3A LBD binder	1	-3

# (listing goes on)
25: COc1cc(C(C2C(=O)CC(C)(C)CC2=O)C2C(=O)CC(C)(C)CC2=O)ccc1O
26: O=S1(=O)CCN(Cc2cccc(Cl)c2)CC1
27: O=C(/C=C/c1ccccc1Cl)Nc1cccc(O)c1
28: CCNC(=O)C(C)NC(=O)C1=NN(c2ccccc2)C(=O)CC1 (centres undefined)
29: CCCCN(Cc1cc2cc(OC)ccc2[nH]c1=O)C(=O)c1ccccn1
30: C=CCC(C)(NCc1ccccc1)c1ccco1 (centres undefined)
31: CCCCn1c(-c2cc(Cl)ccc2OC)n[nH]c1=S
32: O=c1cc(CN2CCCc3ccccc32)nc2sccn12
Compound	25	26	27	28	29	30	31	32
MPTP block	0.2	-2.6	7.6	-0.5	0.7	-1.2	-1.5	0.2
CXCR6 block	-6	6	0	-3	0	-2	3	-9
APOBEC3G inh	-10	-2	-4	-7	-4	-1	28	-3
A3A deaminase	-5	-3	3	-1	0	-2	-5	-2
Gli-Sufu block	2	-7	-22	-20	3	3	8	-3
CCR6 antagonist	-5	-2	14	24	-7	9	14	0
EBI2 block	3	0	14	-6	5	-13	-13	4
NR3A LBD binder	-1	1	30*	1	13*	-3	-2	0

# Single records, as listed above.
# O=c1cc(CN2CCCc3ccccc32)nc2sccn12 reads MPTP block = 0.2; CXCR6 block = -9; APOBEC3G inh = -3; A3A deaminase = -2; Gli-Sufu block = -3; CCR6 antagonist = 0; EBI2 block = 4; NR3A LBD binder = 0
# O=S1(=O)CCN(Cc2cccc(Cl)c2)CC1 reads MPTP block = -2.6; CXCR6 block = 6; APOBEC3G inh = -2; A3A deaminase = -3; Gli-Sufu block = -7; CCR6 antagonist = -2; EBI2 block = 0; NR3A LBD binder = 1

# (next part)
33: c1ccc2c(c1)Nc1cc3ccccc3cc1O2
34: O=C(CCCSc1nc2ccccc2s1)Nc1nccs1
35: O=C1CC(c2cccc([N+](=O)[O-])c2)c2c(ccc3ccccc23)N1 (centres undefined)
36: O=C(O)CCc1ccc(-c2ccccc2)n1CC(=O)Nc1cccc(C(F)(F)F)c1
37: CC(CCc1ccccc1)NC(=O)Cc1ccc([N+](=O)[O-])cc1 (centres undefined)
38: COCCn1c(SCC(=O)N2CCCCCC2)nc2c([nH]c3ccccc32)c1=O
39: O=C(CCc1ccccc1)NC(=S)Nc1cccc(Br)c1
40: COc1ccc(OC)c(N(CC(=O)Nc2cccnc2)S(=O)(=O)c2ccc(C)cc2)c1
Compound	33	34	35	36	37	38	39	40
MPTP block	0.3	1.3	-6.2	3.1	1.4	-2.1	5.8	-0.2
CXCR6 block	-13	-13	12	9	14	2	-19	-5
APOBEC3G inh	.	-10	-5	-4	-2	-10	-7	-5
A3A deaminase	.	-3	-1	-4	1	-2	-3	-2
Gli-Sufu block	-5	9	2	4	4	14	8	2
CCR6 antagonist	-20	4	14	1	7	5	-21	-3
EBI2 block	-38	9	11	-7	7	-2	38	2
NR3A LBD binder	1	-6	-19	-2	-3	-3	4	-1

41: O=C(CNS(=O)(=O)c1ccc(Br)s1)N1CCN(c2ncccn2)CC1
42: Cc1ccc2c(c1)C(=O)CC1(CCCCCC1)O2
43: O=C(Nc1ccc(CN2CCCCC2)cc1)c1cccc(F)c1
44: Cc1cccc(OCC(O)CN2CCN(CCN3C(=O)c4cccc5cccc(c45)C3=O)CC2)c1C (centres undefined)
45: O=C1C=C(c2cc(F)ccc2F)C[C@@H](c2ccc(F)cc2)C1
46: O=C(CCCn1c(SCC(=O)Nc2ccccc2C(F)(F)F)nc2ccccc2c1=O)NCC1CCCO1 (centres undefined)
47: Cc1occc1C(=O)NNC(=O)c1ccccc1[N+](=O)[O-]
48: CC1CCCCC1NC(=O)CN(C)S(=O)(=O)c1cccc2nsnc12 (centres undefined)
Compound	41	42	43	44	45	46	47	48
MPTP block	9.6	0.1	-1.2	0.8	-0.5	-1.5	-0.9	-4.5
CXCR6 block	0	-4	5	6	-7	-4	1	4
APOBEC3G inh	.	-4	-5	-17	-6	2	3	-1
A3A deaminase	.	-1	-5	4	-2	0	-1	-1
Gli-Sufu block	-12	-7	-1	10	2	22	-13	-2
CCR6 antagonist	-18	5	6	5	16	22	-6	-3
EBI2 block	-8	9	-17	28	4	0	-2	-8
NR3A LBD binder	-1	-1	0	-1	1	-9	-1	-3

# An excerpt from above in order of their number in EBI2 block, highest first.
no. | Molecule | MPTP block | CXCR6 block | APOBEC3G inh | A3A deaminase | CCR6 antagonist | EBI2 block | NR3A LBD binder
13 | Cc1ccc(S(=O)(=O)N2CCN(C(=O)COC(=O)CNC(=O)c3ccccc3F)CC2)c(C)c1 | 0.4 | 0 | . | . | 6 | 12 | -1
9 | O=C(CCN1C(=O)COc2ccccc21)NCCCN1CCCC1 | 0.1 | -3 | -6 | -6 | 0 | 2 | -3
26 | O=S1(=O)CCN(Cc2cccc(Cl)c2)CC1 | -2.6 | 6 | -2 | -3 | -2 | 0 | 1
30 | C=CCC(C)(NCc1ccccc1)c1ccco1 (centres undefined) | -1.2 | -2 | -1 | -2 | 9 | -13 | -3

# New compounds follow:
49: COc1ccc(NC(=O)CSc2n[nH]c(=O)n2Cc2ccccc2)cc1Cl
50: COc1ccc(NC(=O)Cn2c(=O)n(CC3CCCO3)c(=O)c3cc(OC)c(OC)cc32)cc1OC (centres undefined)
51: CCCOc1ccc(NC(=O)Cc2ccc(S(=O)(=O)N3CCOCC3)s2)cc1OCCC
52: Cc1cccc(C)c1NC(=S)NC(=O)c1ccccc1F
53: Cc1ccc(N(C(=O)CCC(=O)Nc2cc(C)on2)C(C(=O)NC2CCCC2)c2ccncc2)cc1 (centres undefined)
54: Cc1noc(NS(=O)(=O)c2ccc(NC(=O)c3nn(-c4ccc(F)cc4)ccc3=O)cc2)c1C
55: O=C(Oc1cccnc1)c1cc2ccccc2oc1=O
56: CC(C)[C@H](NC(=O)C1CCN(C(=O)[C@@H]2CCCN2)CC1)C(=O)NCc1ccc(F)cc1
Compound	49	50	51	52	53	54	55	56
MPTP block	2.7	-0.7	0.6	1.1	1.1	-0.8	-3.7	-1.2
CXCR6 block	5	-1	2	12	3	3	-2	0
APOBEC3G inh	-8	0	1	-9	-4	3	-6	-8
A3A deaminase	-3	0	0	-1	-4	-19	-5	0
Gli-Sufu block	3	30	-5	-5	20	36	-1	-9
CCR6 antagonist	6	2	3	0	5	8	7	-9
EBI2 block	5	-4	9	-6	-10	7	-1	-8
NR3A LBD binder	-3	0	0	1	5	-3	-2	-1

57: O=C(C1CCN(C2CC(=O)N(c3ccc(F)cc3)C2=O)CC1)N1CCOCC1 (centres undefined)
58: Cc1ccc(C(=O)CN2C(=O)C(C)Oc3ccccc32)cc1 (centres undefined)
59: Cc1ccc(S(=O)(=O)CC(=O)Nc2nc3ccc(S(N)(=O)=O)cc3s2)cc1
60: Cc1ccc(NC(=O)c2ccccc2OCC(=O)c2ccccc2)cc1
Compound	57	58	59	60
MPTP block	-2.6	0.6	1.5	7.2
CXCR6 block	-12	10	1	2
APOBEC3G inh	-6	1	1	-7
A3A deaminase	-2	4	-2	1
Gli-Sufu block	-6	-24	-9	-2
CCR6 antagonist	-8	10	2	-10
EBI2 block	0	-12	-11	-14
NR3A LBD binder	0	-3	-2	10*

# Compound activity from PubChem BioAssay.

# Not a hit list. Share with any hit: about 5.8%.
